# TDP1 block: inhibitors of human tyrosyl-DNA phosphodiesterase TDP1; Q9NUW8; recombinant TDP1, AlphaScreen DNA substrate cleavage; Potency, µM (titrated, usually from 130 µM), for inactives: at the top dose activity change, negative = inhibition, most hits filed as inhibitors; 350,000 tested, 0.28% active; further: nearly all actives have a fitted effect of over 40% in size
# Target sequence (Q9NUW8 whole entry, looked up): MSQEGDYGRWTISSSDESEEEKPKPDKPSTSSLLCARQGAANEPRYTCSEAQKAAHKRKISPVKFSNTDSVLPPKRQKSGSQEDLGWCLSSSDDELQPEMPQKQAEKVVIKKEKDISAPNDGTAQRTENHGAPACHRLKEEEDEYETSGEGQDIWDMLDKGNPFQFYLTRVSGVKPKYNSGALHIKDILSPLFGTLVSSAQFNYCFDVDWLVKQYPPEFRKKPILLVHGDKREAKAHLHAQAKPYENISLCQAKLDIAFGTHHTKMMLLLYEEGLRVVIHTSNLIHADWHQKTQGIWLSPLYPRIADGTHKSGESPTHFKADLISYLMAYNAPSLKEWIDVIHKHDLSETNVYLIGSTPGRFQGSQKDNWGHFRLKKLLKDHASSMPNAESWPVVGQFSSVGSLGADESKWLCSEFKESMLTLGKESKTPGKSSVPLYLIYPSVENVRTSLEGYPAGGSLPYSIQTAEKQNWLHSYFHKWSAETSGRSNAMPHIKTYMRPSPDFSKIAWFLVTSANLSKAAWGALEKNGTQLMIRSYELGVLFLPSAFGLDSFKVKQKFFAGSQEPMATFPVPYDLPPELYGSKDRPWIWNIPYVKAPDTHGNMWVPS
#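 Recombinant E. coli-expressed Tdp1 (1 nM) preincubated with compound 15 min at RT, then 5'-biotin/3'-phosphotyrosine-FITC DNA substrate (15 nM) added for 5 min. AlphaScreen beads (10 ug/ml) added, 10 min RT; tyrosine-FITC cleavage read as signal loss.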
# N370S GC mod: N370S glucocerebrosidase modulation, Gaucher chaperone candidate | 330,000 tested, 0.092% active | Potency, µM (doses to about 59.4 µM), without a hit: at the highest dose activity change, negative = inhibition, actives largely listed as inhibitors | AID 2101 | N370S GC spleen homogenate, 4MU-glucoside fluorescence | P04062;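 further: 0% = full enzyme activity and -100% = no enzyme basal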
# DT40 TDP1 no CPT: qHTS for Inhibitors of human tyrosyl-DNA phosphodiesterase 1 (TDP1): qHTS in cells in absence of CPT; Potency, µM (highest dose often 46.2 µM), for the others: top-dose activity change, negative = growth inhibition, usual class: inhibitors; AID 686978, 2013; DT40 Tdp1-/- hTDP1 cells, no CPT, ATP luminescence, 48 h; 420,000 tested, 15% active; further: nearly all actives have a fitted effect of over 55% in size
#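 Chicken DT40 Tdp1-/- cells complemented with human TDP1, screened without camptothecin (DMSO vehicle only), 400 cells/well. Compounds pin-transferred, cells incubated at 37 °C for at least 48 hr. Growth read as ATP-dependent luminescence (CellTiter-Glo, 30 min at RT).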
# Active calls of the source: *; ? = inconclusive; · = no result given; & = joins results of further samples; [ ] = remark or other dose. The call rests on the fitted dose curve; in most records, active means well fitted curve in the direction sought with a large enough effect; inconclusive means small, poorly fitted or top-dose-only effect, or another doubt; inactive means no such curve, though single readings can be large; an effect the other way counts as inactive or inconclusive. Unless noted, on the % scale 0 is the no-effect control and ±100 the full control effect; potency means the concentration at half of the fitted maximal effect. This is a subset, so the mix of outcomes need not match the whole.
# Order of values: TDP1 block, N370S GC mod, DT40 TDP1 no CPT
NS(=O)(=O)c1ccc(CNC(=O)c2ccc(Cl)cc2[N+](=O)[O-])cc1
  0.0%, -0.1%, -20.7%
COc1ccc(Cn2c(C)nc([N+](=O)[O-])c2SCC(=O)O)cc1[N+](=O)[O-]
  2.6%, 30.2%, 0.7%
COc1cnn(-c2ccccc2)c(=O)c1N(C)C
  -2.2%, 1.3%, -3.2%
NC(=O)c1ccc(N2CCN(S(=O)(=O)c3cccs3)CC2)c([N+](=O)[O-])c1
  3.2%, ·, 3.66µM*
O=C(CCc1ccccc1)NCCCN1CCOCC1
  3.9%, -5.4%, -4.1%
Cc1nc(-c2ccc(F)cc2)c(CC(=O)N2CCN(S(=O)(=O)c3cccc(F)c3)CC2)s1
  ·, -0.6%, 14.6µM*
c1ccc(C2CN3CCSC3=N2)cc1 (stereo not drawn)
  8.0%&0.0%&5.3%&-3.7%, 4.6%&-3.5%&-4.5%, -3.6%&9.4%
Cc1c(Cl)c([N+](=O)[O-])nn1CC(=O)NCCCN1CCOCC1
  4.7%[0.0935 µM], 1.6%, 1.0%
COc1ccccc1C(=O)Nn1c(C)nc2ccccc2c1=O
  ·, -1.9%, ?
Cc1cc(C(=O)COC(=O)c2ccc(O)cc2)c(C)n1Cc1ccco1
  8.2%, 0.2%, ?
CCOc1ccccc1Nc1ncnc2ccccc12
  -2.3%, 7.8%, ?
CC(C)(C)C(=O)OC/C(N)=N/OC(=O)c1ccc(Cl)c(Cl)c1
  -5.1%, 1.7%, ?
COc1c(F)c(F)c(C(=O)O)c(Nc2ccccc2)c1F
  3.2%, -6.6%, 7.3%
COc1ccc(NC(=O)Nc2nnc(-c3ccccc3F)s2)cc1
  -3.6%, -12.2%, ?
O=C(CS(=O)(=O)Cc1ccccc1)Nc1cccnc1
  6.5%, 1.4%, -9.1%

# Pulled by structure from the list above (7):
# Order of values: TDP1 block, N370S GC mod, DT40 TDP1 no CPT
c1ccc(C2CN3CCSC3=N2)cc1 (stereo not drawn)
  8.0%&0.0%&5.3%&-3.7%, 4.6%&-3.5%&-4.5%, -3.6%&9.4%
O=C(CCc1ccccc1)NCCCN1CCOCC1
  3.9%, -5.4%, -4.1%
COc1ccc(NC(=O)Nc2nnc(-c3ccccc3F)s2)cc1
  -3.6%, -12.2%, ?
COc1ccc(Cn2c(C)nc([N+](=O)[O-])c2SCC(=O)O)cc1[N+](=O)[O-]
  2.6%, 30.2%, 0.7%
CC(C)(C)C(=O)OC/C(N)=N/OC(=O)c1ccc(Cl)c(Cl)c1
  -5.1%, 1.7%, ?
NC(=O)c1ccc(N2CCN(S(=O)(=O)c3cccs3)CC2)c([N+](=O)[O-])c1
  3.2%, ·, 3.66µM*
Cc1c(Cl)c([N+](=O)[O-])nn1CC(=O)NCCCN1CCOCC1
  4.7%[0.0935 µM], 1.6%, 1.0%

# Following part
# Order of values: TDP1 block, N370S GC mod, DT40 TDP1 no CPT
O=c1[nH][nH]cc1C=Nc1ccccc1O
  8.3%, 7.0%, ?
O=C(COC(=O)C1COc2ccccc2O1)NC1CCS(=O)(=O)C1 (stereo not drawn)
  -8.4%, 2.1%, 0.3%
CCOc1ccc(NC(=O)C/C(C)=N/NC(=O)Cc2ccc(Cl)cc2)cc1
  ·, -9.5%, -7.7%
Cc1csc(NC(=O)c2cccn2C)n1
  1.9%, -1.5%, ?
COc1ccc(NC(C)=O)cc1S(=O)(=O)Nc1ccc2c(c1)OCCO2
  -7.6%, 10.3%, -8.4%
N#Cc1ccc(OCC(=O)Nc2ccc3[nH]c(=O)[nH]c3c2)cc1
  -5.5%[0.505 µM], -6.5%, -22.1%
Cc1ccc(S(=O)(=O)NCC(NCc2ccc(F)cc2)c2ccccc2)cc1 (stereo not drawn)
  -11.9%, -20.7%, ?
Cn1c2ccccc2c(=O)c2c(O)cccc21
  5.0%, -13.5%, -24.6%
CN1C(C(=O)c2ccccc2)=C(NC(=O)c2ccccc2Br)c2ccccc2S1(=O)=O
  6.1%, ·, 6.51µM*
Cc1ccc(NC(=O)C2CC(=O)N(Cc3ccccc3)C2)cc1S(=O)(=O)N1CCCCCC1 (stereo not drawn)
  2.7%, -10.5%, ?
CCOc1ccc(Nc2ccc3nonc3c2[N+](=O)[O-])cc1
  ·, -4.4%, ?
CCN1CCC(NC(=O)Nc2cccc(C(F)(F)F)c2)CC1
  2.7%, -18.8%, -0.5%
Cc1ccc(S(=O)(=O)N2CCC(=O)N([C@H](COCc3cccc(C(F)(F)F)c3)Cc3ccccc3)CC2)cc1
  4.1%[96 µM], 4.0%, ·
CN(C)c1ccc(-c2nc(NCc3cccnc3)c3ccccc3n2)cc1
  4.9%[56.1 µM], 3.3%, 4.11µM*
COc1ccc2c(c1OC)CCC2=O
  5.2%, 0.4%, -7.8%
COc1ccc(OCCCC(=O)ON=C(N)c2ccccc2C)cc1
  -12.2%, ·, ?
Cc1cc(N2C(=O)C(O)=C(C(=O)c3ccco3)C2c2cccc(Oc3ccccc3)c2)no1 (stereo not drawn)
  6.7%, -5.1%, ?
CCc1ccccc1NC(=O)Nc1ccc(F)cc1F
  -8.2%, -5.0%, -13.0%
C=CCn1c(SCn2nnc3ccccc3c2=O)nnc1-c1ccc(F)cc1
  -1.0%, -1.6%, -23.6%
CC1=C/C(=N\N=C2\NC(=O)C(CC(=O)Nc3ccccc3)S2)CC(C)(C)C1 (stereo not drawn)
  8.1%, -4.3%, ?
OCCN1CCN(CC(O)COc2ccc(Cl)cc2)CC1 (stereo not drawn)
  2.3%, 2.9%, -1.5%
OCC1(Cc2ccccc2)CCCN(Cc2ccc(-c3ccco3)cc2)C1 (stereo not drawn)
  7.2%, -22.0%, 23.1µM*
Cc1ccc(NC(=O)Cn2cc([N+](=O)[O-])nc2C)cc1C
  ·, -4.1%, -6.7%
O=C(c1cc(C(F)(F)F)cc(C(F)(F)F)c1)N1CCC2(CCCN(c3ccccn3)C2)CC1
  ·, -4.1%, ?
Cc1ccc(-n2nc(C(=O)N(C)c3ccc(C)c(C)c3)c3c4ccccc4n(C)c3c2=O)cc1
  4.7%, ·, 13µM*
O=C(CCCn1nnnc1CN1CCOCC1)N1CCC(c2ccc(F)cc2)C1 (stereo not drawn)
  5.8%, -7.8%, ?
CCC(c1nnnn1C(C)(C)CC)N(CCCO)Cc1cc2cccc(C)c2[nH]c1=O (stereo not drawn)
  3.0%, 1.2%, -21.5%
Cc1noc(C)c1-c1ccc2ncnc(Nc3ccc(F)cc3)c2c1
  ·, -6.2%, ?
CCOc1ccccc1/C=N/n1c(COc2ccccc2)n[nH]c1=S
  ·, -1.8%, -11.8%
O=C(CO/N=C/c1ccc(Cl)cc1Cl)NNC(=O)c1cccc(Cl)c1
  3.9%, 13.4%, -25.3%
O=C(CSc1nc2ccccc2c(=O)n1CCCO)NCc1ccccc1
  4.4%, 4.7%, -7.8%
CC1Oc2ccccc2C=C1/C=N/NC(=O)c1ccccc1O (stereo not drawn)
  0.0%, 7.4%, ?
CC(=O)Nc1ccc(/C=C/c2ccc3cccc([N+](=O)[O-])c3n2)cc1
  6.8%, -6.4%, ?
Fc1ccccc1N1CCN(Cc2cc(-c3ccccc3)on2)CC1
  ·, 1.1%, 14.9%
c1ccc(-c2nc(NCC3CCCO3)c3oc4ccccc4c3n2)cc1 (stereo not drawn)
  -3.0%, 18.6%, ?
CCOC(=O)C1=C(O)CSC1=Nc1cccc2ccccc12
  -2.6%, 7.3%, -10.8%
Cc1ccc(Nc2nc3ccccc3c(=O)[nH]2)cc1C
  5.0%, 4.3%, ?
CC(C)Cn1c2c(c(O)c(C(=O)Nn3c(Cc4ccccc4)nc4ccccc4c3=O)c1=O)CCCC2
  0.0%, -0.6%, 3.66µM*
CCc1ccc(-c2cc(C)no2)cc1S(=O)(=O)N1CCN(c2ccc(OC)cc2)CC1
  7.4%, 0.7%, ?
CCOc1ccc(C2C(C(=O)c3ccco3)=C(O)C(=O)N2Cc2cccnc2)cc1OC (stereo not drawn)
  4.5%, -3.8%, 9.4%
CC(C)C(=O)N1CCC2(CC1)Oc1ccc(F)cc1C(=O)C21CC(c2ccc(Cl)cc2)=NO1 (stereo not drawn)
  5.9%, -7.4%, ?
COc1cccc(NC(=O)CCNC(=O)c2ccccc2Cl)c1
  -2.3%, 0.7%, -0.6%
O=C(CN1CCN(C(=O)c2c(F)cccc2F)CC1)Nc1ccccc1C(F)(F)F
  ·, -29.2%, ?
C=CCNC(=O)COC(=O)c1ccc(Cl)c(S(=O)(=O)N(Cc2ccccc2)c2ccccc2)c1
  -1.9%, 3.4%, 12.3%
CCC(C)(C)NC(=O)C(c1ccc(F)cc1)N(Cc1cccs1)C(=O)c1cnccn1 (stereo not drawn)
  4.8%, 5.4%, -21.9%
COc1ccc2c3c([nH]c2c1)[C@H]1C[C@H]2[C@H](C[C@@H](O)[C@H](OC)[C@H]2C(=O)O)CN1CC3
  ·, 5.3%, ?
Cc1ccccc1C1NC(=O)c2ccccc2O1 (stereo not drawn)
  ·, 19.9%, -26.4%
COC(=O)c1nnn(-c2nonc2N)c1CN1CCCC1
  ·, 2.5%, 8.5%
O=C(O)c1ccc(N2CCN(C(c3ccccc3)c3ccccc3)CC2)c([N+](=O)[O-])c1
  ·, -9.5%, ?
CC(C)(C)C(=O)NCCc1nc2ccccc2n1CC(=O)c1ccc(Cl)cc1
  1.3%, 13.1%, ?
CC1(C)Cc2ccccc2C2CC(O)C(=O)N21 (stereo not drawn)
  6.0%, -5.1%, ?
COc1cccc(N2CCN(c3ncc4c(n3)CCN(Cc3ccc(Br)cc3)C4)CC2)c1
  6.2%, ·, 9.2µM*
CCN(C(=O)CSc1ccc2ccccc2n1)C1CCS(=O)(=O)C1 (stereo not drawn)
  2.4%, 1.3%, -20.5%
Cn1cnnc1Sc1ccc(C(=O)NCCC23CC4CC(CC(C4)C2)C3)cc1[N+](=O)[O-]
  0.0%, 5.0%, ?
COc1ccc(OCC(NS(=O)(=O)c2ccc(-n3cnnn3)cc2)C(C)C)cc1 (stereo not drawn)
  3.7%, -10.7%, 1.8%
CCN1CCN(C(c2cccc(OC)c2OC)c2nnnn2Cc2ccco2)CC1 (stereo not drawn)
  2.4%, -5.6%, 4.4%
COc1cc2c(cc1OC)CN(C(=O)CSc1nnc(C)s1)CC2
  -2.3%, 19.8%, -4.6%
CCOc1ccc(S(=O)(=O)NCCC(=O)NCc2ccncc2)cc1
  ·, -2.3%, -0.5%
O=C(Cn1c(=O)n(-c2ccc(F)cc2)c(=O)c2sc3ccccc3c21)NC1CCCC1
  3.8%, ·, ?
CCC1CCCCN1Cc1ccc(OC)c(OC)c1 (stereo not drawn)
  2.9%, 0.6%, -5.4%

# Continuation.
# Order of values: TDP1 block, N370S GC mod, DT40 TDP1 no CPT
O=C(CSc1nncs1)NC(=O)NCc1ccccc1
  2.1%, 2.5%, -9.0%
O=C1Cc2ccccc2N1c1ccccc1
  1.0%, 3.2%, -24.7%
Cc1nc2c(C)c(C)c(C)c(C)c2nc1C
  1.3%, -2.7%, -5.2%
Cc1ccccc1N(C(=O)c1ccccn1)C(C(=O)NCc1ccccc1)c1ccncc1 (stereo not drawn)
  9.3%[0.0935 µM], -3.0%, -26.5%
O=C(NCC(=O)N1CCN(c2ccccc2O)CC1)c1ccco1
  2.5%, -3.4%, 4.0%
Cc1ccc(NC(=O)c2ccc3nc[nH]c3c2)cc1C
  -5.3%, -12.0%, -26.7%
CCOC(=O)c1oc2ccccc2c1NC(=O)CN1CCN(C)CC1
  -1.0%, 2.0%, -3.7%
COc1ccc(Cl)c2sc(N3CCN(C(=O)C4=COCCO4)CC3)nc12
  2.5%[0.505 µM], -1.5%, ?
Cn1c(CO)cnc1SCc1ccc([N+](=O)[O-])cc1
  7.9%, -2.0%, ?
Cc1nc2n[nH]c(N)c2c2c1COC(C)(C)C2
  1.0%, 0.0%, -0.9%
Cc1cccn2c(=O)c(/C=C(\C#N)c3nc4ccccc4n3C)c(Oc3ccc(Br)cc3)nc12
  2.1%, ·, 6.51µM*
NC(=O)NC(=O)COC(=O)c1sc2ccccc2c1Cl
  2.4%, 7.4%, ?
OCCC1CN(Cc2ccc3cc(Cl)ccc3n2)CCN1Cc1ccsc1 (stereo not drawn)
  5.4%, -2.8%, ?
Cc1cc(C)cc(N(CC(=O)Nc2cccc(C)c2C)S(=O)(=O)c2c(C)[nH]c(=O)[nH]c2=O)c1
  0.5%&1.2%, 2.51µM*, -5.8%&-25.1%
CCc1ccccc1NC(=O)c1ccc(F)c(S(=O)(=O)N2CCC(C(N)=O)CC2)c1
  1.0%, -15.9%, -15.4%
COCCN(C(=O)c1ccccc1)c1nc(-c2ccc(OC)cc2)cs1
  3.7%, 6.1%, ?
O=C(/C=N/O)NCCCN1CCCCCC1
  3.3%, 0.3%, 8.3%
C[N+]1(CCOC(=O)C2(c3ccccc3)CCCC2)CCCCC1
  2.5%, -18.9%, ?
